ALOX15B inhib = blocks human 15-lipoxygenase 2 activity. O15296. purified 15hLO-2, xylenol orange hydroperoxide absorbance. Potency, µM (top dose mostly 57.1 µM), inactives show at the highest dose activity change, negative = inhibition, hits mostly inhibitors. 110,000 tested, 0.56% active. AID 881; further: potency means the concentration at half of the fitted maximal effect; nearly all actives have a fitted effect of over 60% in size; many of its hits are not listed in these tables
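Enzyme 50 nM, AA 45 uM, 25 mM Hepes pH 7.5 + 0.01% Triton X-100; cpd preinc 15 min RT, rxn 90 min RT; stop/detect with 200 uM XO + 300 uM Fe(II) in 50 mM H2SO4, 30 min; A573/A405.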
PNC inhibitor = blocks assembly of the perinucleolar compartment; PC3M PTB-GFP, PNC prevalence imaging, 16 h; active compounds read low; activity change (PNC), negative = inhibition, % at 10 µM; 140,000 tested, 3.1% active;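 active means readout at or below -70, meaning at least 70% loss of cells showing the perinucleolar compartment, a nuclear body marking cancer cells; inconclusive means readout between -30 and a set limit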;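 further: plate controls were DMSO wells for no effect and camptothecin positive control wells for full effect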
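PC3M cells stably expressing PTB-GFP, 750–1000 cells/well, treated 16 h at 37 °C with compound (23 nl of library stock), in duplicate. After paraformaldehyde fixation and Hoechst stain, imaged at 20x; PNC prevalence scored by image analysis.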
ALOX12 inhib = blocks human 12-lipoxygenase activity; Potency, µM (top dose mostly 57.1 µM), for inactives: at the top dose activity change, negative = inhibition, actives largely listed as inhibitors; P18054; 150,000 tested, 0.12% active; purified 12-hLO, xylenol orange hydroperoxide absorbance; further: potency means the concentration at half of the fitted maximal effect; nearly all actives have a fitted effect of over 55% in size; many of its hits are not listed in these tables
Target sequence (P18054 whole entry, looked up): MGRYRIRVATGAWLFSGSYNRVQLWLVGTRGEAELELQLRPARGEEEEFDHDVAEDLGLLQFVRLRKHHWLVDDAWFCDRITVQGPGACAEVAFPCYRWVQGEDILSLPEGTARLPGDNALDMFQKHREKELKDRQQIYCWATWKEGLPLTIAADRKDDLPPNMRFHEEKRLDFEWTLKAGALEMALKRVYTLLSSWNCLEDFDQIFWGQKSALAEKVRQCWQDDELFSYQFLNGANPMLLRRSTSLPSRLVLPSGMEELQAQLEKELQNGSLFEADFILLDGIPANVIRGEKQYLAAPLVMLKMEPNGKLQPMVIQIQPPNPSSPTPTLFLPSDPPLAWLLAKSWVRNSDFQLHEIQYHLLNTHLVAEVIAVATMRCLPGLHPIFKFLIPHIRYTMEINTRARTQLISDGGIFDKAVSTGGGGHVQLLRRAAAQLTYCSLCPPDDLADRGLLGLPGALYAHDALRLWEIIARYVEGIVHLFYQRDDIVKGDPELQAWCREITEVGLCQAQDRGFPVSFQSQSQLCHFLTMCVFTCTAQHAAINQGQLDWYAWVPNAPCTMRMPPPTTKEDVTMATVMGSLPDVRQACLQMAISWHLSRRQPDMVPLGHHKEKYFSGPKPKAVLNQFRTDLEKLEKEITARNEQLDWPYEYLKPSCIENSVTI
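Purified human 12hLO (150 nM), preincubated 15 min with compound, then 40 uM arachidonic acid for 30 min, room temperature, Hepes pH 7.0 with 0.01% Triton X-100. Hydroperoxide detected by ferrous iron/xylenol orange; 573/405 nm absorbance ratio gives reaction progress.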
IMPase inh = IMPase inhibition in cells | P97697 | CHO-M1 cells, IP1 accumulation, HTRF TR-FRET ratio | inhibition (IP1 accumulation), % at 46.1 µM | 120,000 tested, under 10 active; active means well fitted curve in the direction sought with a large enough effect in the signal ratio, not every such curve was filed as active; inconclusive means small, poorly fitted or top-dose-only effect, or a change in a side signal; inactive means no such curve, though single readings can be large or run the other way; the % refers to the signal ratio;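 further: cells stimulated with carbachol in lithium chloride buffer; plate controls were DMSO basal wells for no effect and reference inhibitor wells for full effect; higher means more IMPase inhibition seen as more IP1 and lower FRET ratio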
Target sequence (P97697 whole entry, looked up): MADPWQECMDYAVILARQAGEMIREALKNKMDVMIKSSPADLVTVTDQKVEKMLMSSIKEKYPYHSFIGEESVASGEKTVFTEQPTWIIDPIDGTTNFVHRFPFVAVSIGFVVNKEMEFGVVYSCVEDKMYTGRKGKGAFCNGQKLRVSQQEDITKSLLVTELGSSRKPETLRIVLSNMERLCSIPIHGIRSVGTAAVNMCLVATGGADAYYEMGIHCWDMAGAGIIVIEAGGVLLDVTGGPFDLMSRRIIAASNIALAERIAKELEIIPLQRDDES
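Cellular IMPase inhibition is scored as a rise in cytosolic IP1, detected by competitive TR-FRET between d2-labelled IP1 and a europium anti-IP1 antibody. M1-expressing CHO cells were stimulated with carbachol for 30 min at 37C, with lithium (50 mM LiCl) present in the buffer.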
Numbers without * were called inactive; ? = inconclusive; . = no result given; [ ] = dose if it differs, or a comment. Unless noted, the call rests on the fitted dose curve; in most records, active means well fitted curve in the direction sought with a large enough effect; inconclusive means small, poorly fitted or top-dose-only effect, or another doubt; inactive means no such curve, though single readings can be large; an effect the other way counts as inactive or inconclusive. Unless noted, on the % scale 0 is the no-effect control and ±100 the full control effect.

ALOX15B inhib	PNC inhibitor	ALOX12 inhib	Molecule	IMPase inh
3%	39	3%	CCOC(=O)C(C)Oc1nc(Oc2ccccc2)nc(N(C)C)n1 (stereo not given)	10
-3%	.	3%	Cc1csc(B(O)O)c1	.
1%	-21	5%	O=C(CSc1nccc(=O)[nH]1)N1CCc2ccccc2C1	2
-1%	12	-22%	Cc1ccc(C2Oc3ccccc3C3=C2C(c2cccs2)n2ncnc2N3)cc1 (stereo not given)	7
.	12	4%	O=C(NCc1ccccn1)c1ccc([N+](=O)[O-])cc1	.
.	?	-2%	COc1nn(-c2nc(-c3ccccc3)cc(C(F)(F)F)n2)cc1[N+](=O)[O-]	10
.	8	-4%	Cn1c(NC(=O)/C=C/c2ccc(Cl)c(Cl)c2)cc(=O)n(C)c1=O	.
-6%	1	-3%	O=C(NCCN=C1NS(=O)(=O)c2ccccc21)c1ccc2nccnc2c1	5
.	-3	-17%	O=C(CN1CCN(c2ccc(O)cc2)CC1)Nc1ccc(SC(F)F)cc1	.
-1%	?	-4%	CCCC(c1nnnn1CCc1ccccc1)N1CCN(C(=O)c2ccco2)CC1 (stereo not given)	6
-7%[11.4 µM]	.	-5%[11.4 µM]	CSc1nc2cc(S(=O)(=O)N3CCCCC3)ccc2s1	.
4%	?	14%	CC1(C)CC(=O)C(CC2=C(O)CC(C)(C)CC2=O)=C(O)C1	8
.	16	-1%	Cn1c(C(C)(O)C(O)c2ccccc2)nc2ccccc21 (stereo not given)	.
-6%	26	1%	CCOC(=O)N1CCN(C(=O)c2ccc(CN(c3ccccc3)S(C)(=O)=O)cc2)CC1	-3
0%[25.6 µM]	.	-3%[25.6 µM]	C[C@@H](C(=O)O)c1ccc(C(=O)c2ccccc2)s1	-6[20.6 µM]
-4%	38	-6%	CCCC(=O)NC(=S)Nc1cccc(C(C)=O)c1	-9
7%	32	-4%	Cc1cc(C(=O)CSc2nnnn2C)c(C)n1-c1ccc2c(c1)OCCO2	-8
.	-100*	-7%	CCOC(=O)N1CCN(c2c(-c3ccc(C)c(C)c3)c(=O)c2=O)CC1	-4
4%[2.29 µM]	9	1%	CCOC(=O)C(C#N)C(c1cccnc1)c1c(C)[nH][nH]c1=O (stereo not given)	-2
.	-104*	0%	O=c1c2ccccc2nnn1CSc1ccc2ccccc2n1	.
-4%	-18	-4%	CCc1cc(=O)oc2c(C)c(O)c(CN3CCCCC3)cc12	-28
-12%	34	-7%	COc1ccc2nc(SCC(=O)N(C)C3CCCCC3)c(C#N)cc2c1	-2
.	66	2%	Cc1cc(C(F)F)nn1CC(=O)NCc1ccco1	.
-4%	-17	-5%	CCCC(=O)Nc1cc(OCC)c(NC(=O)NC2CCCCC2)cc1OCC	2
-9%	10	-11%	COc1cc(-c2nc3ccccc3s2)ccc1O	?
-4%	29	-5%	O=C1OC2(c3ccccc3)C3CCCC2C13	-6
1%	?	0%	Cc1nn(Cc2nc(-c3cccs3)no2)c(C)c1Br	2
2%	10	-7%	COc1cc(NS(=O)(=O)c2ccc(C)cc2)ccc1-n1cnnn1	3
-7%	52	1%	Cc1cccc(NC(=O)CSc2n[nH]c(-c3ccncc3)n2)c1	-2
2%	-4	3%	CN(C)CCCOC(=O)CCc1ccccc1	11
-14%	2	0%	O=C(CNC(=O)c1ccc(Oc2ccccc2)cc1)OC1CCCCC1=O (stereo not given)	-2
39%[activator]	13	-1%	C=CCOc1ccc2ccccc2c1CNc1ncn[nH]1	-7
.	14	-2%	CCCCOc1cccc(C(=O)NC(=S)Nc2cccc(C(F)(F)F)c2)c1	.
.	?	-5%	CCOC(=O)c1c(NC(NC(C)=O)C(Cl)(Cl)Cl)sc2c1CCCC2 (stereo not given)	3
37%[activator]	-81*	-17%	CCc1ccc2[nH]c(=O)c(CN(Cc3ccc(F)cc3)C(c3nnnn3CCN3CCOCC3)C(C)C)cc2c1 (stereo not given)	-8
.	49	?	Cc1c(Cl)cccc1NC(=S)NCc1ccc2c(c1)OCO2	.
6%	?	0%	COCCN(C(=O)CSc1nnc(Nc2ccccc2F)s1)c1c(N)n(Cc2ccccc2)c(=O)[nH]c1=O	0
-5%	12	-3%	CCOc1ccc(-c2nc3n(c(=O)c2C#N)CCCS3)cc1	-9
.	73	-1%	CCOC(=O)N1CCN(c2ccc(C(C)=O)cc2F)CC1	-9
.	-14	6%	CCOC(=O)c1csc(NC(=O)CSc2nnnn2-c2cccc(OC)c2)n1	-6
1%	-18	7%	CCc1ccc(C(=O)Nc2nnn(CC)n2)cc1	2
.	-108*	-1%	CCCCCOP(=O)(c1ccccc1)c1ccccc1	.
-3%	-13	2%	CCNC(=O)NC(=O)C(C)OC(=O)c1oc2ccc(OCC)cc2c1C (stereo not given)	-4
3%	5	1%	CCOC(=O)N1CCC(NC(=O)C(C)n2c3ccccc3c3cnn(C)c(=O)c32)CC1 (stereo not given)	-5
7%[11.4 µM]	?	-2%	Cc1cc(C(F)(F)F)c(C#N)c(Sc2ccccc2)n1	0[1.84 µM]
11%	39	7%	CC(=O)Nc1cccc(NC(=O)c2cc(-c3cccnc3)nc3ccc(Br)cc23)c1	-20
.	-82*	4%	O=C(COc1ccccc1)N1CCc2ccccc21	.
.	13	-5%	O=C(N/N=C\c1cn[nH]c1-c1ccccc1)c1ccc([N+](=O)[O-])cc1	.
.	40	5%	COc1cc(C(c2sc3nc(C)nn3c2O)N2CCOCC2)cc(OC)c1OC (stereo not given)	-4
2%	.	-6%	COC(=O)c1cccc(C23CC4(C2)[C@H](CN(CC2CCCCC2)[C@@H]4c2ccccc2)C3c2ccc(C(F)(F)F)cc2)c1 (stereo not given in full)	.
.	?	-4%	CC1CCN(CCCCOc2ccccc2-c2ccccc2)CC1	.
5%	-5	-8%	C=CCn1c(Cc2cccs2)nnc1SCC(=O)Nc1cccc(OC)c1	3
.	-26	-4%	O=C(O)c1ccccc1SCC(=O)N1c2ccccc2Sc2ccccc21	8
-2%	?	2%	CC(=O)Nc1ccc(C)cc1NC(C)=O	2
-6%	-24	3%	COC(=O)CC(NC(=O)c1ccco1)c1cccc2ccccc12 (stereo not given)	-1
-4%	-15	-9%	O=C(Nc1ccc(F)cc1)c1ccccc1F	-6

The listing continues:
ALOX15B inhib	PNC inhibitor	ALOX12 inhib	Molecule	IMPase inh
-13%	-12	-6%	CCc1nnc(NC(=O)CSc2nc(C)c3c(c2C#N)CCCC3)s1	-2
-2%	?	-1%	COC(=O)c1ccccc1NC(=O)c1ccco1	6
6%	?	-2%	O=C(Nc1ccon1)c1ccc2c(c1)OCO2	?
.	-20	-5%	Cc1ccc2oc(=O)c(/C=C(\O)c3sc(C)nc3C)nc2c1	-5
1%	27	-11%	CC(c1nnc(SCC(=O)NC(=O)NCc2ccco2)n1-c1ccc(Cl)cc1)N(C)C (stereo not given)	-3
-1%	54	2%	CCOCCCNc1nc2c(c(=O)[nH]c(=O)n2C)n1CCCc1ccccc1	-6
-6%	-18	-8%	O=C1C(=O)N(Cc2cccnc2)C(c2ccccn2)/C1=C(/O)c1ccc(Br)cc1 (stereo not given)	-8
.	29	-2%	CC1=C(C(=O)OCc2ccccc2)C(/C=C/c2ccccc2)N2C(=O)CCSC2=N1 (stereo not given)	.
-14%[0.0915 µM]	.	-1%[0.00818 µM]	CCOC(=O)C1Oc2ccccc2C(c2ccccc2)=C1C(C)=O (stereo not given)	.
9%	-23	-2%	COc1ccc(-c2nnc(N)s2)cc1	12
9%	.	-4%	COC(=O)[C@@]1(Cc2ccc(F)cc2)[C@@H]2[C@@H](CC(=O)[C@H]2CC(=O)C(=O)N2CCCC2)CN1C(=O)c1ccccc1	.
-3%	-2	3%	Cc1nc2nc3c(cn2n1)C(=O)CC(C)(C)C3	4
.	53	2%	COc1ccc(/C=N/N=C2\SC(CC(=O)O)C(=O)N2c2ccccc2)cc1 (stereo not given)	.
.	?	0%	CC(C)(C)OC(=O)C(Cc1ccc(OC(C)(C)C)cc1)NC(=O)CNC(=O)CNC(=O)OCc1ccccc1 (stereo not given)	6
5%[11.4 µM]	11	-5%	Cc1ccc2c(c1)CCCN2C(=O)c1ccc2c(c1)OCO2	5[1.84 µM]
2%	?	-3%	Cn1nnnc1SCC(=O)N1CCN(c2cccc(Cl)c2)CC1	22
3%	?	2%	C=C(C)Cn1c(CCNC(=O)CCC)nc2ccccc21	-9
.	-28	5%	COc1ccc(NS(=O)(=O)c2cccc3cccnc23)cc1	-1
-1%	10	-5%	Cc1sc2nc(C(C)Sc3nnc(C)n3-c3ccccc3)[nH]c(=O)c2c1C (stereo not given)	10
.	-8	-1%	Cc1ccc(-c2[nH]nc3c2C(C)C(C#N)=C(N)O3)cc1 (stereo not given)	.

Compounds shown so far that have an aryl thioether with sulfur outside any ring, in the order listed:
ALOX15B inhib	PNC inhibitor	ALOX12 inhib	Molecule	IMPase inh
1%	-21	5%	O=C(CSc1nccc(=O)[nH]1)N1CCc2ccccc2C1	2
.	-3	-17%	O=C(CN1CCN(c2ccc(O)cc2)CC1)Nc1ccc(SC(F)F)cc1	.
-7%[11.4 µM]	.	-5%[11.4 µM]	CSc1nc2cc(S(=O)(=O)N3CCCCC3)ccc2s1	.
7%	32	-4%	Cc1cc(C(=O)CSc2nnnn2C)c(C)n1-c1ccc2c(c1)OCCO2	-8
.	-104*	0%	O=c1c2ccccc2nnn1CSc1ccc2ccccc2n1	.
-12%	34	-7%	COc1ccc2nc(SCC(=O)N(C)C3CCCCC3)c(C#N)cc2c1	-2
-7%	52	1%	Cc1cccc(NC(=O)CSc2n[nH]c(-c3ccncc3)n2)c1	-2
6%	?	0%	COCCN(C(=O)CSc1nnc(Nc2ccccc2F)s1)c1c(N)n(Cc2ccccc2)c(=O)[nH]c1=O	0
.	-14	6%	CCOC(=O)c1csc(NC(=O)CSc2nnnn2-c2cccc(OC)c2)n1	-6
7%[11.4 µM]	?	-2%	Cc1cc(C(F)(F)F)c(C#N)c(Sc2ccccc2)n1	0[1.84 µM]
5%	-5	-8%	C=CCn1c(Cc2cccs2)nnc1SCC(=O)Nc1cccc(OC)c1	3
.	-26	-4%	O=C(O)c1ccccc1SCC(=O)N1c2ccccc2Sc2ccccc21	8
-13%	-12	-6%	CCc1nnc(NC(=O)CSc2nc(C)c3c(c2C#N)CCCC3)s1	-2
1%	27	-11%	CC(c1nnc(SCC(=O)NC(=O)NCc2ccco2)n1-c1ccc(Cl)cc1)N(C)C (stereo not given)	-3
2%	?	-3%	Cn1nnnc1SCC(=O)N1CCN(c2cccc(Cl)c2)CC1	22
-1%	10	-5%	Cc1sc2nc(C(C)Sc3nnc(C)n3-c3ccccc3)[nH]c(=O)c2c1C (stereo not given)	10

Only part of the results is shown; count on the stated rates, not on these rows.
